Compound activity (PubChem BioAssay)
TAAR1 antagonist: human TAAR1 antagonism; Q96RJ0; 1.5% of 360,000 active; CHO RD-HGA16 TAAR1, Fluo-8 calcium fluorescence, antagonist; inhibition, % at 3 µM; AID 624466;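 active = inhibition above a per-plate cutoff, the mean inhibition of test compounds on that plate plus 3 SD, cut at about 49% in these data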;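 also: 0% = DMSO plus EC80 beta-PEA response and 100% = DMSO alone without agonist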
Target sequence (Q96RJ0 whole entry, looked up): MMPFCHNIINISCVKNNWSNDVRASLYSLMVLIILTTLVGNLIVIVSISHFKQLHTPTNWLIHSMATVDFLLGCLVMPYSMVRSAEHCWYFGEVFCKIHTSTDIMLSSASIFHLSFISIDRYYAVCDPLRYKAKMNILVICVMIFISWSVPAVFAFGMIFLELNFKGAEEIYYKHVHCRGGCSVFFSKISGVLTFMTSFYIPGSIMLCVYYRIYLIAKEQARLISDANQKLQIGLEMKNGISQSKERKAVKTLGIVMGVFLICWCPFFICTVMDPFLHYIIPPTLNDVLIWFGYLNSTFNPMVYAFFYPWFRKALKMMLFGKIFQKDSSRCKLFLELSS
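Test system: hTAAR1-expressing CHO RD-HGA16 cells, Gα16-coupled; Probe or stimulus: EC80 β-phenethylamine stimulus; Compound dosing: single nominal final test compound concentration of 3 µM; Timing: 140 s kinetic read after compound, 140 s after agonist; Signal: Fluo-8 calcium-sensitive fluorescence; Measure: % inhibition of agonist calcium response; Controls: DMSO and EC80 PEA controls.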
TAAR1 ag: human TAAR1 agonism | Q96RJ0 | CHO RD-HGA16 TAAR1, Fluo-8 calcium fluorescence; vehicle wells 0%, saturating PEA agonist 100% | activation, % at 3 µM | 0.99% of 360,000 active;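 active = activation above the mean activation of all test compounds in the run plus 3 SD, cut at about 38% in these data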
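Assay system – CHO-derived RD-HGA16 cells with stable Gα16 and human TAAR1 · Compound dosing – one-point dosing at 3 µM (nominal) · Incubation – 17-24 h seeding, 75 min 37 °C dye, 30 min RT · Measured by – kinetic Fluo-8 calcium fluorescence · Control set – DMSO vehicle as 0%, PEA at EC100 as 100% · Repeats – single well for each compound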
M5 ag: CHRM5 agonism in calcium assay; CHO-K1 hM5 cells, Fluo-8 calcium fluorescence; 0% DMSO wells, 100% maximal acetylcholine response; P08912; activation, % at 3 µM; 0.19% of 360,000 active;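 active = activation above the run's mean over test compounds plus 3 SD, cut at about 23% in these data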;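 also: signal is peak over basal fluorescence ratio across the kinetic read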
Target sequence (P08912 whole entry, looked up): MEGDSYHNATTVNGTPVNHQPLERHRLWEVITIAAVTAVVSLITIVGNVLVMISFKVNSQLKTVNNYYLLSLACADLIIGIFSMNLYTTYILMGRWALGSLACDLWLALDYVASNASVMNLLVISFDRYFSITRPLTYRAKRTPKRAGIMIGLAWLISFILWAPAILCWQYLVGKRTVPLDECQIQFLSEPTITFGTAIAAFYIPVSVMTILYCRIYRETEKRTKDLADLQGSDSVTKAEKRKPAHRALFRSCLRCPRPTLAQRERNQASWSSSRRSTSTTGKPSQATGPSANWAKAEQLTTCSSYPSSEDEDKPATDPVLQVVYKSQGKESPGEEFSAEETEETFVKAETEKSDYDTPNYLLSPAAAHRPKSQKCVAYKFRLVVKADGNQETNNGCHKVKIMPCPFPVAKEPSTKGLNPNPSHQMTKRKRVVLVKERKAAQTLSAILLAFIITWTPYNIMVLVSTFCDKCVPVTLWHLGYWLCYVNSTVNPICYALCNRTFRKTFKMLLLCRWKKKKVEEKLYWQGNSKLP
CHO-K1 Ca PAM: counter-screen for M1 PAMs: effect in parental CHO-K1 cells. 0.02% of 360,000 active. AID 602247. ATP EC20, Fluo-8 calcium fluorescence; 0% at ATP EC20, 100% at ATP max. activation, % at 3 µM;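 active = activation above the run cutoff, the mean activation of all test compounds plus 3 SD, cut at about 40% in these data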;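 also: peak over basal fluorescence ratio in a 140 s read after ATP addition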
CRFBP-R2 agonist: agonists of human CRF-binding protein/CRF-R2 receptor complex | HEK293 CRF-R2/CRF-BP, calcium dye fluorescence (FLIPR); percent of saturating CRF peptide response | activation, % at 13.2 µM | 0.46% of 350,000 active | AID 588473;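 active = activation of at least 50%, plus an integration ratio under a set limit after plate pattern correction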;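 also: plate controls were neutral control wells without compound for no effect and CRF at EC100 for full effect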
M4 PAM: positive allosteric modulators of human muscarinic M4 receptor; P08173; CHO-K1 hM4/Gqi5, Fluo-8 calcium fluorescence, ACh EC20; 0% = ACh EC20, 100% = maximal ACh; activation, % at 3 µM; 0.4% of 360,000 active;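 active = activation above its plate's cutoff, the mean activation of sample wells plus 3 SD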; also: some results filed as inactive read as strong as hits
M5 PAM: potentiates acetylcholine response at human M5 receptor; P08912; CHO-K1 hM5, Fluo-8 calcium, ACh EC20 PAM; 0% = ACh EC20, 100% = ACh EC100; activation, % at 3 µM; 0.3% of 360,000 active; AID 624038;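 active = activation above the run cutoff, the mean activation of all test compounds plus 3 SD, cut at about 18% in these data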
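Assay system – human M5 receptor in CHO-K1 cells · Read-out – % activation, ACh-normalized · Technique – Fluo-8 calcium fluorescence · Dosing – single-point, 3 µM nominal · Incubation – Fluo-8 loading 80 min at 37 °C plus 30 min room temperature · Repeats – singlicate, one well per test compound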
M5 antag: CHRM5 antagonism in calcium assay. 0.59% of 360,000 active. AID 624040. inhibition, % at 3 µM. CHO-hM5 cells, Fluo-8 calcium fluorescence, ACh EC80;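 active = inhibition above a per-plate cutoff, the mean of that plate's test compounds plus 3 SD, cut at about 27% in these data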;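 also: 0% = acetylcholine EC80 with DMSO and 100% = DMSO without agonist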
CRFR2-BP antag: antagonists of CRF-binding protein/CRF-R2 receptor complex; HEK293 CRF-R2/CRF-BP, CRF-induced calcium fluorescence; inhibition, % at 11.8 µM; 0.59% of 350,000 active; AID 588475;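 active = inhibition of the ligand-induced calcium signal above about 50% at the single tested concentration, limit read from the data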
* = called active by the depositor; nt = not tested or not shown; & = joins results of further samples; ! = not active in a repeat. Not all compounds are listed. The share of hits here may be higher or lower than overall.

(1) C1COC(NC(C2CC2)C2CC2)=N1
(2) CN1CCCN=C1COC(=O)C(O)(c1ccccc1)C1CCCCC1 (configuration not stated)
(3) CCCCCC(=O)O[C@]1(C(C)=O)CC[C@H]2[C@@H]3CCC4=CC(=O)CC[C@]4(C)[C@H]3CC[C@@]21C
(4) Oc1ccc(C2CNCCc3c2cc(O)c(O)c3Cl)cc1 (configuration not stated)
(5) Oc1cc2c(cc1O)[C@H]1c3ccc(O)c(O)c3OC[C@@]1(O)C2
(6) CC1(C)O[C@H]2CC(=O)OC[C@@]23C1CC(=O)[C@]1(C)C3CC[C@@]2(C)[C@H](c3ccoc3)OC(=O)[C@H]3O[C@]321 (some centres not stated)
(7) CC12CCC(=O)C=C1CCC1C2CCC2(C)C1CCC2(O)C(=O)CO (configuration not stated)
(8) O=C(O)CCC(=O)c1ccc(-c2ccccc2)cc1
compound no.	1	2	3	4	5	6	7	8
M5 PAM	3	-18	-5	1&-1	4	2	3	-2
M5 antag	-2	99*	2	-1&0	5	0	-5	-5
CRFR2-BP antag	11	-11	16	-41&-16	13	4	5	-4
CRFBP-R2 agonist	0.6	-0.2	3.0	1.7&-0.2	0.5	-1.8	0.0	2.8
TAAR1 ag	1	0	0	62*!	-2	3	2	1
M5 ag	1	-2	-1	0&0	2	0	0	1
CHO-K1 Ca PAM	17	-10	13	26&14	0	13	12	14
M4 PAM	-2	-18	-4	3&3	0	9	-2	3
TAAR1 antagonist	-9	2	-11	13&40	-8	-16	-7	6

Compound profiles, from the list above. Order of values: M5 PAM, M5 antag, CRFR2-BP antag, CRFBP-R2 agonist, TAAR1 ag, M5 ag, CHO-K1 Ca PAM, M4 PAM, TAAR1 antagonist
CCCCCC(=O)O[C@]1(C(C)=O)CC[C@H]2[C@@H]3CCC4=CC(=O)CC[C@]4(C)[C@H]3CC[C@@]21C across the screens: -5, 2, 16, 3.0, 0, -1, 13, -4, -11
CC12CCC(=O)C=C1CCC1C2CCC2(C)C1CCC2(O)C(=O)CO (configuration not stated) across the screens: 3, -5, 5, 0.0, 2, 0, 12, -2, -7

The list goes on:
(9) C=CC[n+]1ccc(/C=C2\C=Cc3cc(C)ccc3N2CC)c2ccccc21
(10) COc1ccc(C2CNC(=O)C2)cc1OC1CCCC1 (configuration not stated)
(11) CC(=O)Nc1ccc(CC(=O)O)cc1
(12) O=c1oc2c(O)c(O)cc3c(=O)oc4c(O)c(O)cc1c4c23
(13) COc1cc(-c2oc3cc(O)cc(O)c3c(=O)c2O[C@@H]2O[C@H](COC3O[C@@H](C)[C@H](O)[C@@H](O)[C@H]3O)[C@@H](O)[C@H](O)[C@H]2O)ccc1O (some centres not stated)
(14) COC(=O)C1=CO[C@@H](O[C@@H]2O[C@H](CO)[C@@H](O)[C@H](O)[C@H]2O)C2C1C[C@H](O)[C@@H]2C (some centres not stated)
(15) Cc1c(C(=O)O)c(O)cc2c1C(=O)c1c(O)c([C@@H]3O[C@H](CO)[C@@H](O)[C@H](O)[C@H]3O)c(O)c(O)c1C2=O
(16) NOCC(=O)O
compound no.	9	10	11	12	13	14	15	16
M5 PAM	-18	-6	0	-1	3	6	-2	-3
M5 antag	35*	2	2	-2	9	5	14	5
CRFR2-BP antag	17	0	18	20	-9	1	23	9
CRFBP-R2 agonist	-3.1	0.0	-2.4	-2.2	-3.4	-0.4	-1.7	-1.5
TAAR1 ag	nt	2	0	nt	6	3	6	0
M5 ag	1	2	0	0	1	5	3	0
CHO-K1 Ca PAM	-22	9	14	1	6	6	2	-4
M4 PAM	-12	-4	3	-8	8	5	1	1
TAAR1 antagonist	nt	6	-6	nt	-6	-7	8	-9

(17) Oc1ccc2c(c1)OCC1(O)Cc3cc(O)c(O)cc3C21 (configuration not stated)
(18) Cc1ccc(=O)n(-c2ccccc2)c1
(19) CC(C)=CCOc1c2ccoc2cc2oc(=O)ccc12
(20) Cc1cccc2c1NC(=O)C2(c1ccc(O)cc1)c1ccc(O)cc1
(21) COc1ccc(C[C@H]2COC(=O)[C@@H]2Cc2ccc(OC3OC(CO)C(O)C(O)C3O)c(OC)c2)cc1OC (some centres not stated)
(22) NC(N)=O
(23) COc1cc([C@@H]2Oc3cc(C4Oc5cc(O)cc(O)c5C(=O)[C@H]4O)ccc3O[C@H]2CO)ccc1O (some centres not stated)
(24) COc1ccc(-c2cc(=O)c3c(O)cc(O[C@@H]4O[C@H](CO[C@@H]5O[C@@H](C)[C@H](O)[C@@H](O)[C@H]5O)[C@@H](O)[C@H](O)[C@H]4O)cc3o2)cc1O
compound no.	17	18	19	20	21	22	23	24
M5 PAM	-4	0	7	2	3	7	-6	-6
M5 antag	6	-2	-8	3	11	1	6	6
CRFR2-BP antag	-25	-2	-2	14	8	5	16	4
CRFBP-R2 agonist	35	0.8	-2.1	0.1	0.9	0.3	-1.8	0.1
TAAR1 ag	9	1	-3	10	nt	nt	nt	1
M5 ag	8	1	-3	4	1	0	5	1
CHO-K1 Ca PAM	-5	7	13	0	2	16	7	15
M4 PAM	-17	-3	9	4	12	1	-8	5
TAAR1 antagonist	-8	-17	3	2	nt	nt	nt	0

(25) CCCCNc1ccc(C(=O)OCCOCCOCCOCCOCCOCCOCCOCCOCCOC)cc1
(26) Nc1nc(O)c(N=Nc2ccc(S(N)(=O)=O)cc2)c(=O)[nH]1
(27) Cc1cncn1CCc1nc2c3ccccc3nc(SCC(=O)Nc3cccc(Cl)c3)n2n1
(28) C/C=C(/C)C(=O)OC(C)(C)[C@@H]1Cc2c(ccc3ccc(=O)oc23)O1
(29) N[C@@H](Cc1c[nH]c2ccc(O)cc12)C(=O)O
(30) C=CC1CN2CCC1CC2C(O)c1ccnc2ccc(OC)cc12 (configuration not stated)
(31) C[N+]1(C)CCC(=C(c2ccccc2)c2ccccc2)CC1
(32) COc1ccc(-c2cc(=O)c3c(O)cc(OC4OC(COC5OC(C)C(O)C(O)C5O)C(O)C(O)C4O)cc3o2)cc1O (configuration not stated)
(33) COc1ccccc1N1CCN(CCCN=C2CC(=O)N(C)C(=O)N2C)CC1
(34) CCC(NC(C)C)C(O)c1ccc(O)c2[nH]c(=O)ccc12 (configuration not stated)
compound no.	25	26	27	28	29	30	31	32	33	34
M5 PAM	-4	nt	-7	-4	-2	-2	-19	-2	1	-2
M5 antag	-6	nt	4	15	-1	11	99*	4	-2	-13
CRFR2-BP antag	11	19	-15	6	6	4	-5	1	-5	6
CRFBP-R2 agonist	-1.1	-0.4	-1.2	-0.2	1.3	2.9	-0.8	1.1	-1.1	-2.9
TAAR1 ag	2	0	9	7	1	1	0	2	5	nt
M5 ag	5	nt	-5	-7	1	-1	-2	2	0	1
CHO-K1 Ca PAM	18	nt	15	8	-2	-9	15	12	13	11
M4 PAM	1	nt	-5	-7	-7	-5	-17	-1	-1	3
TAAR1 antagonist	-16	-6	1	10	-1	2	11	-28	-15	nt

Arranged by formula weight (lowest first): some entries from above
(22) NC(N)=O
(16) NOCC(=O)O
(1) C1COC(NC(C2CC2)C2CC2)=N1
(18) Cc1ccc(=O)n(-c2ccccc2)c1
(29) N[C@@H](Cc1c[nH]c2ccc(O)cc12)C(=O)O
(8) O=C(O)CCC(=O)c1ccc(-c2ccccc2)cc1
(31) C[N+]1(C)CCC(=C(c2ccccc2)c2ccccc2)CC1
(17) Oc1ccc2c(c1)OCC1(O)Cc3cc(O)c(O)cc3C21 (configuration not stated)
(34) CCC(NC(C)C)C(O)c1ccc(O)c2[nH]c(=O)ccc12 (configuration not stated)
(12) O=c1oc2c(O)c(O)cc3c(=O)oc4c(O)c(O)cc1c4c23
compound no.	22	16	1	18	29	8	31	17	34	12
M5 PAM	7	-3	3	0	-2	-2	-19	-4	-2	-1
M5 antag	1	5	-2	-2	-1	-5	99*	6	-13	-2
CRFR2-BP antag	5	9	11	-2	6	-4	-5	-25	6	20
CRFBP-R2 agonist	0.3	-1.5	0.6	0.8	1.3	2.8	-0.8	35	-2.9	-2.2
TAAR1 ag	nt	0	1	1	1	1	0	9	nt	nt
M5 ag	0	0	1	1	1	1	-2	8	1	0
CHO-K1 Ca PAM	16	-4	17	7	-2	14	15	-5	11	1
M4 PAM	1	1	-2	-3	-7	3	-17	-17	3	-8
TAAR1 antagonist	nt	-9	-9	-17	-1	6	11	-8	nt	nt

(28) C/C=C(/C)C(=O)OC(C)(C)[C@@H]1Cc2c(ccc3ccc(=O)oc23)O1
(15) Cc1c(C(=O)O)c(O)cc2c1C(=O)c1c(O)c([C@@H]3O[C@H](CO)[C@@H](O)[C@H](O)[C@H]3O)c(O)c(O)c1C2=O
(32) COc1ccc(-c2cc(=O)c3c(O)cc(OC4OC(COC5OC(C)C(O)C(O)C5O)C(O)C(O)C4O)cc3o2)cc1O (configuration not stated)
compound no.	28	15	32
M5 PAM	-4	-2	-2
M5 antag	15	14	4
CRFR2-BP antag	6	23	1
CRFBP-R2 agonist	-0.2	-1.7	1.1
TAAR1 ag	7	6	2
M5 ag	-7	3	2
CHO-K1 Ca PAM	8	2	12
M4 PAM	-7	1	-1
TAAR1 antagonist	10	8	-28
